SR-BI DiI inh: inhibitors of mouse SR-BI mediated HDL lipid uptake. Q61009. ldlA[mSR-BI] CHO cells, DiI-HDL uptake fluorescence, 3 h. inhibition, % at 12.5 µM. 320,000 compounds, 0.96% hits. AID 488896;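 active = mean replicate inhibition of at least 70% and a set share of replicates each scoring 70 or more; inconclusive = meets just one of the two criteria; inactive = fails both criteria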;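 note: 0% = median of neutral control wells and 100% = median of positive control wells; values of inactives mirror those of a sister screen read the other way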
SR-BI DiI-HDL act: enhances SR-BI lipid uptake from DiI-HDL; CHO ldlA[mSR-BI] cells, DiI-HDL uptake fluorescence, 3 h; 100 = double the neutral-control signal; activation, % at 12.5 µM; 320,000 compounds, 0.096% hits; AID 504775;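 active = mean replicate activation of at least 60% and every replicate at or above 60%; inconclusive = mean or all-replicate condition met, but not both; inactive = mean below 60% and not all replicates reaching 60%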;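 note: 0% = median plate neutral-control signal and 100% = twice that signal; values of inactives mirror those of a sister screen read the other way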
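System: LDL receptor-deficient CHO ldlA cells overexpressing murine SR-BI | Timing: 3 h uptake period with compound, 37 °C | Medium: HEPES-buffered (25 mM, pH 7.4) F12 plus 0.5% BSA | Dosing: Single-point compound dose | Signal: Bottom-read fluorescence, 550/595 nm | Read-out: Retained DiI signal reflecting DiI-HDL uptake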
Wnt act: Wnt/beta-catenin pathway activation | Wnt/beta-catenin reporter cell assay, activator, plate reader | activation, % at 9.35 µM | 300,000 compounds, 1.2% hits | AID 743398; in the data active = activation above about 30%, passing the limit was not always enough; inconclusive = no clear call, values can overlap the other calls;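 note: 0% = neutral control wells and 100% = positive control wells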
dFosB act: activators of mouse delta FosB homodimer | activation, % at 25 µM | purified delta FosB, TAMRA-CDK5 oligo fluorescence polarization; percent of positive-control signal above neutral wells | 340,000 compounds, 0.99% hits | AID 493131 | P13346;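 active = mean activation above about 17%, with every replicate also reaching it, limit read from the data, passing the limit was not always enough; inconclusive = only one of the two conditions met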;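 note: fluorescence polarization rise as delta FosB binds a TAMRA Cdk5 AP-1 oligo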
Target sequence (P13346 whole entry, looked up): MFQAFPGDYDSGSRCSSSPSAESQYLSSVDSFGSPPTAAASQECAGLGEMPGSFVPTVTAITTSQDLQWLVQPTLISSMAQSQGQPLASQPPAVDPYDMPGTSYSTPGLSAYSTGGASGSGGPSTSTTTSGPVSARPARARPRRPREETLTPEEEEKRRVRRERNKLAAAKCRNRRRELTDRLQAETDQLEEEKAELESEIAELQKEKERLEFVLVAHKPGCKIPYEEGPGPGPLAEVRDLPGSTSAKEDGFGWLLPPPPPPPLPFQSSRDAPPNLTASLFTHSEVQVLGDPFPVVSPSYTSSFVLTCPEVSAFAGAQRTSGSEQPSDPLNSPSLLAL
PvdQ acylase: blocks Pseudomonas aeruginosa PvdQ acylase activity | purified PvdQ acylase, fluorescence plate reader | AID 488965 | 340,000 compounds, 0.063% hits | inhibition, % at 10 µM; in the data active = inhibition above about 30%, passing the limit was not always enough; inconclusive = no clear call, values can overlap the other calls;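 note: 0% = vehicle neutral wells and 100% = reference inhibitor wells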
HTR5A ag ctr: counter-screen for OPRM1-OPRD1 agonists: human HTR5A agonism; P47898; HTR5A agonist assay, luminescence, cell-based; activation, % at 9.3 µM; 340,000 compounds, 0.61% hits; AID 504692; in the data active = activation mostly above about 9.5%, no sharp cut-off; inactive = mostly below about 7.6%;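 note: 0% = cells with vehicle only and 100% = reference agonist; strong numbers were not always called active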
cardiac RTF act: cardiac RTF calcium sensitization | P19429+P45379 | IANBD-labeled TnC RTF fluorescence at EC20 calcium; 0% EC20 calcium, 100% full calcium | activation, % at 7.2 µM | 340,000 compounds, 0.24% hits | AID 493008;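 active = activation above the mean over all tested compounds plus 3 SD, cut at about 30% in these data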;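 note: rise in fluorescence read as greater calcium sensitivity of cardiac thin filaments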
MITF TRPM1 HTS: activators of MITF-driven TRPM1 promoter activity in SK-MEL-5 cells. 300,000 compounds, 0.75% hits. activation, % at 12.5 µM. SK-MEL-5 TRPM1-promoter luciferase, 24 h; % of positive control, neutral wells = 0. AID 588334;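 active = mean activation of at least 80% with every replicate also reaching 80%; inconclusive = mean reaches 80% but some replicate falls short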;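 note: 0% = neutral control wells and 100% = parthenolide positive control wells; values of inactives mirror those of a sister screen read the other way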
Rtt109 HAT inh: blocks Candida albicans Rtt109/Vps75 acetyltransferase activity. purified Rtt109/Vps75, ThioGlo CoA-SH fluorescence, 4 h. Q5AAJ8. 330,000 compounds, 0.16% hits. inhibition, % at 34.9 µM;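 active = inhibition of at least 50% in every replicate; inconclusive = best replicate reaches 50% inhibition but some replicates fall short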
CDK5 inh: inhibitors of human CDK5/p35 kinase; Q00535+Q15078; Recombinant CDK5/p35, ADP-Glo luminescence, 60 min; 330,000 compounds, 0.01% hits; inhibition, % at 10 µM;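 active = highest replicate inhibition of at least 50% and at least 75% of replicates reaching 50%; inconclusive = only one of the two criteria met; inactive = both criteria failed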;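 note: plate controls were DMSO neutral control for no effect and GW8510 at 10 µM for full effect; many of its hits are not listed in these tables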
Target sequence (Q00535 whole entry, looked up): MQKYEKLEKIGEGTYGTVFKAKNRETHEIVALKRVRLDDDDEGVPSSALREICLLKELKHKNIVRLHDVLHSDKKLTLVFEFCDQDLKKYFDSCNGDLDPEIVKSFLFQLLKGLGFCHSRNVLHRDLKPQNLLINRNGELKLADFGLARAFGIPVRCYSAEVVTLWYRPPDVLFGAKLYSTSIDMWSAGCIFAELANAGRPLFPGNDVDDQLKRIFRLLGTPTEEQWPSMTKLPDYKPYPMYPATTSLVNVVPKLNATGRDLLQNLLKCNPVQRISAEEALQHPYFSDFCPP
Target sequence (Q15078 whole entry, looked up): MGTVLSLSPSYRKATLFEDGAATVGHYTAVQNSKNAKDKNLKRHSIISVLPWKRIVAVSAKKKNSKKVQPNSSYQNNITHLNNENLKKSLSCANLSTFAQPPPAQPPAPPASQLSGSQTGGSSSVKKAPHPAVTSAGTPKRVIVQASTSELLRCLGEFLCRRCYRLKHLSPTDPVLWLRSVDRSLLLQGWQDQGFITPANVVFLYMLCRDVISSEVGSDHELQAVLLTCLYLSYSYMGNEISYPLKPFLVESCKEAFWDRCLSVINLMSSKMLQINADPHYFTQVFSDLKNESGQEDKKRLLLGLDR
Numbers without * were called inactive; ? = inconclusive; / = no result given.

Molecule	SR-BI DiI inh	SR-BI DiI-HDL act	Wnt act	dFosB act	PvdQ acylase	HTR5A ag ctr	cardiac RTF act	MITF TRPM1 HTS	Rtt109 HAT inh	CDK5 inh
Cc1ccc(-n2nc3c(c2NC(=O)c2ccccc2)CS(=O)(=O)C3)cc1C	-6	6	3	-7	8	3	3	12	4	0.0
CCOC(=O)C1CCN(CC(=O)Nc2ccc(OC)c(S(=O)(=O)N3CCCCC3)c2)CC1	48	-48	-6	-3	-8	2	8	6	-3	2.3
CC1=CCC2C(=O)N(c3ccc(C(=O)N4CCCCCC4)cc3)C(=O)C2C1 (stereo not drawn)	-18	18	-3	10	3	2	-5	-9	-4	1.1
CCN(CC(=O)Nc1c(F)cccc1F)C(=O)CN1c2cccc3cccc(c23)S1(=O)=O	-16	16	-3	-9	-9	-1	-2	-12	-16	-2.8
CSc1ccc(CN2C(=O)NC3(CCCCCCC3)C2=O)cc1	-10	10	3	-8	-12	-2	-1	1	10	-4.2
COc1cc(NC(=S)NC(C)=O)ccc1NC(=O)C(C)C	28	-28	/	-3	11	-1	4	24	16	0.1
Cc1ccc(N2CC(C(=O)Nc3ccc(S(=O)(=O)N4CCCC4)cc3)CC2=O)cc1 (stereo not drawn)	43	-43	-5	-13	-16	2	7	-23	9	-1.7
Cc1c(Cl)cccc1NC(=O)CSc1nncn1-c1cccnc1	/	/	-3	-4	-9	0	-2	-1	-8	0.6
CCOC(=O)c1c(C)[nH]c(C(=O)COC(=O)CNS(=O)(=O)c2ccc(C)cc2)c1C	14	-14	1	-9	-22	-1	1	-13	-8	-3.7
Cc1ccc(S(=O)(=O)N2CCC(c3nc4c(nnn4Cc4ccccc4)c(=O)[nH]3)CC2)cc1	-16	16	-3	-9	-11	/	/	14	8	-0.4
COc1ccc(OC)c(N(CC(=O)O)S(=O)(=O)c2ccc(OC)c(OC)c2)c1	2	-2	-4	-6	17	0	1	-8	/	3.7
Cc1ccc(Oc2nnc(-c3cccs3)c3ccccc23)cc1	-12	12	0	1	-8	-3	0	-4	-3	-4.4
O=C1CNC(=O)N1CC(O)Cn1c2ccccc2c2ccccc21 (stereo not drawn)	7	-7	/	-5	-8	2	-5	-12	-15	0.2
COc1cccc(C(=O)N2CCN(Cc3ccccn3)CC2)c1	0	0	-2	1	-13	2	1	/	0	1.1
Cc1cccc(NC(=O)CN(C)S(=O)(=O)c2cccc3cccnc23)c1	36	-36	-8	-7	-3	3	-2	-5	-2	0.5
COc1ccc(CCn2c(N3CCN(C)CC3)nc3c2c(=O)[nH]c(=O)n3C)cc1	3	-3	/	-3	-16	13	-1	13	9	-0.8
CCOC(=O)C1=C(CN2CCN(CCC#N)CC2)NC(=O)NC1c1ccc2c(c1)OCO2 (stereo not drawn)	26	-26	-2	-4	0	6	-1	9	0	-0.2
CCN(CC)Cc1cc(NC2=NS(=O)(=O)c3ccccc32)ccc1OC(=O)c1ccccc1	-16	16	-1	0	-4	0	-7	9	5	0.3
C=C(C)C1CC=C(C)/C(=N\NC(=S)Nc2ccc(C)cc2)C1 (stereo not drawn)	-1	1	3	-6	0	-1	4	7	2	-0.1
COc1ccc(/C=C2\SC(=O)N(CC(=O)Nc3cccc(C)c3)C2=O)cc1O	7	-7	-2	19*	2	-2	-1	/	5	1.0
O=C(Oc1ccc2c3c(c(=O)oc2c1)CCC3)c1ccco1	4	-4	0	-12	-4	-4	7	5	-8	-3.0
Cc1ccc(-c2nnc(N3CCN(S(C)(=O)=O)CC3)c3ccccc23)cc1	44	-44	-4	-9	-3	-1	6	-9	-7	-2.7
CNS(=O)(=O)c1cccc(C(=O)OCC(=O)N2CCc3ccccc3C2)c1	-10	10	-3	-1	-5	-3	-4	6	0	0.4
Cc1nc(CS(=O)(=O)c2ccccc2)cc(Sc2ccccc2Cl)n1	11	-11	3	-1	-8	-1	-5	71	6	-0.2
O=C(Cc1ccccc1)Nc1c(C(=O)N2CCCCCC2)cnn1-c1ccccc1	-9	9	/	2	-4	0	-5	1	-1	-0.2
Cc1cc(SC(C)C(=O)Nc2ncc(Cl)cc2Cl)nc2ccccc12 (stereo not drawn)	72*	-72	0	1	0	6	4	19	8	0.0
O=C(NC1CC1)C1CCN(C(=O)c2ccccc2Cl)CC1	-18	18	-2	-5	-19	4	3	17	-5	-1.0
CCc1ccc(NC(=O)CSc2nnc(C)c(=O)n2N)cc1	3	-3	-1	-6	3	0	-1	-1	18	-1.5
CCC(C)Sc1nnc(Cc2cc(=O)[nH]c(=O)[nH]2)n1-c1ccc(F)cc1 (stereo not drawn)	-12	12	-1	1	4	4	-2	3	5	-0.2
Cc1cccc(NCC(O)Cn2cnc3c2c(=O)n(C)c(=O)n3C)c1 (stereo not drawn)	4	-4	/	-7	-10	7	0	1	5	-0.6
CCC(=O)NC(c1ccccc1)c1nc2ccccc2[nH]1 (stereo not drawn)	-6	6	/	4	5	-2	-2	44	0	-1.6
COc1ccc(C(=O)/C=C/c2cccs2)c(OC(=O)c2cccc([N+](=O)[O-])c2)c1	7	-7	/	-3	-6	5	1	9	2	-0.7
CCCCC(=O)Nc1ccc(C(=O)Nc2nnc(COC)s2)cc1	12	-12	-2	-9	-3	-4	-1	6	6	-2.9
COC(CNC(=O)c1ccc2c(=O)n(Cc3ccc(Cl)cc3)c(=S)[nH]c2c1)OC	15	-15	-3	10	-14	-2	-2	2	-6	0.0
CC(C)(C)NC(=O)CSc1nnnn1C(C)(C)C	3	-3	2	-2	-7	-2	3	/	-1	-0.4
CCOC(=O)Cn1c(=N)n(CCOc2ccc3ccccc3c2)c2ccccc21	3	-3	-9	-2	-15	7	13	-20	20	-3.9
CCn1ncc(/C=C/C(=O)NCc2cn(C)nc2C)c1C	-13	13	/	-1	0	7	0	12	-1	-0.1
NS(=O)(=O)c1ccc(NC(=O)COc2cccc3ccccc23)cc1	12	-12	-1	8	-8	3	-4	9	-3	-0.4
CCOc1ccccc1Nc1cc(C)c2cccc(C)c2n1	34	-34	-4	-2	1	-3	-5	9	-1	1.7
O=C(COC(=O)c1ccc(S(=O)(=O)N2CCCC2)cc1)Nc1ccc(N2CCOCC2)cc1	1	-1	-1	11	0	/	/	-8	8	-0.4
O=C(O)c1cc([N+](=O)[O-])ccc1Oc1ccccc1	-14	14	-2	9	-8	0	-4	15	1	-0.4
O=C(COc1nc2ccccc2nc1N1CCOCC1)N1CCc2ccccc21	-18	18	/	-6	7	3	-4	1	6	-0.9
CCN(CC)C(=O)CSc1ncnc2c1nnn2-c1ccc(F)cc1	9	/	/	-7	-12	7	-6	7	11	-1.6
Cc1cc(C(=O)COC(=O)C(C)NC(N)=O)c(C)n1Cc1ccco1 (stereo not drawn)	-13	13	3	-5	1	2	1	50	11	0.5
CCN(C(=O)CSc1cccc[n+]1[O-])c1ccccc1	-9	9	1	0	-13	0	-1	0	5	-0.9
CC1(C)Cc2cccc(OCC(=O)NCc3ccc(F)cc3)c2O1	-6	6	21	-1	-6	7	-1	4	2	-1.0
CCCOc1ccc(C(=O)Nc2ccc(S(=O)(=O)Nc3onc(C)c3C)cc2)cc1	-12	12	-1	-8	8	4	-2	-10	8	0.5
CCOC(=O)C1=C(C)NC(=O)NC1/C=C\c1ccccc1 (stereo not drawn)	8	-8	1	4	-16	2	2	-1	0	0.9
CCOC(=O)N/N=C\c1sccc1C	-31	31	5	0	-14	-4	-5	25	2	-1.1
CN(c1ccc(C(=O)N2CCCCC2)cc1)S(=O)(=O)c1cccs1	29	-29	-2	-5	-11	2	-2	-3	4	2.0
CNc1nc2c(c(=O)n(C)c(=O)n2C)n1CCCc1ccccc1	-7	7	-1	-3	-7	2	-1	/	-7	0.2
C=CCN1C2CCCC1CC(NC(=S)Nc1cccc(OC)c1)C2 (stereo not drawn)	3	-3	19	-8	-9	1	7	3	-8	-0.1
O=C(NNC(=O)c1cc(-c2ccccc2)nc2ccccc12)Nc1cccc(Cl)c1	4	-4	/	?	3	3	0	-4	1	-1.0
COc1ccc(C(=O)NC2CC2)cc1OC1CCN(Cc2ccc(F)cc2F)CC1	2	-2	0	-8	-7	1	-4	-10	-5	-5.4
COc1cc(C(=O)NCCC2=CCCCC2)cc(OC)c1OC	21	-21	-4	-4	-8	3	-1	-8	-6	-1.1
COC(=O)C1CCN(C(=O)c2ccc(SC)cc2OC)CC1	-6	6	/	-4	-10	-5	0	1	13	2.6
COc1ccc(C(=O)N(c2ccccc2)C2C=CS(=O)(=O)C2)cc1 (stereo not drawn)	-1	1	/	2	5	2	-4	-7	-9	0.3
COc1ccc(NC(=O)c2ccccc2NC(=O)CN2CCCCCC2)cc1	-7	7	27	-6	5	-3	0	-1	-1	1.1
Cc1ccc(NC(=O)c2ccc(Cl)cc2[N+](=O)[O-])nc1	-11	11	0	3	-9	-2	0	-6	-15	-1.6
CCN(CC(=O)N1CCOCC1)S(=O)(=O)c1ccc(Cl)cc1	-23	23	-2	-2	-14	-3	6	-1	-6	-1.3

Random excerpt: 2 records from the list
Molecule	SR-BI DiI inh	SR-BI DiI-HDL act	Wnt act	dFosB act	PvdQ acylase	HTR5A ag ctr	cardiac RTF act	MITF TRPM1 HTS	Rtt109 HAT inh	CDK5 inh
CC(C)(C)NC(=O)CSc1nnnn1C(C)(C)C	3	-3	2	-2	-7	-2	3	/	-1	-0.4
Cc1cc(C(=O)COC(=O)C(C)NC(N)=O)c(C)n1Cc1ccco1 (stereo not drawn)	-13	13	3	-5	1	2	1	50	11	0.5

Carrying on:
Molecule	SR-BI DiI inh	SR-BI DiI-HDL act	Wnt act	dFosB act	PvdQ acylase	HTR5A ag ctr	cardiac RTF act	MITF TRPM1 HTS	Rtt109 HAT inh	CDK5 inh
CCOc1ccc(CCNC(=O)c2ccc(OCc3c(C)noc3C)cc2)cc1OCC	?	-70	-3	2	-5	1	-6	-5	0	-2.5
Cc1ccc2cc(C#N)c(N3CCCN(C(=O)C4CCCO4)CC3)nc2c1 (stereo not drawn)	4	-4	/	4	9	4	2	/	-14	-1.4
CCc1nn(CC(=O)NCCCN2CCCC2=O)c(=O)c2cc3sccc3n12	2	-2	0	-3	-3	-2	3	1	-6	-1.6
Cn1c(SCc2cccc(Br)c2)nnc1-c1ccccn1	14	-14	5	-7	-4	5	0	/	-1	-2.9
COc1ccc(OC)c(S(=O)(=O)NCc2cn3ccsc3n2)c1	-9	9	-2	-1	7	7	2	-5	8	-0.2

Screens from PubChem BioAssay.
